Screens from PubChem BioAssay.
Nrf2 activator: Nrf2 pathway activation. 410,000 tested, 0.31% active. AID 624171. Potency, µM (titrated, usually from 46.1 µM), for inactives: at the top dose activation, usual class: activators. AREc32 ARE-luciferase reporter (MCF7-derived line), luminescence, 24 h; further: potency means the concentration at half of the fitted maximal effect; % of control where 0% means no effect; nearly all actives have a fitted effect of over 65% in size
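For detection, Steady-Glo was added and plates sat 30 min at RT; before that, AREc32_Fluc cells grown overnight in OPTI-MEM/5% FBS had been treated with 23 nL compound for 24 hr at 37 deg C.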
A549 tox: A549 cytotoxicity, counter-screen for Nrf2 inhibitors; 390,000 tested, 0.16% active; Potency, µM (titrated, usually from 46 µM), without a hit: at the highest dose activity change, negative = cytotoxicity, usual class: inhibitors; A549 ARE-Fluc cells, CellTiter-Fluor viability, 18-24 h; further: potency means the concentration at half of the fitted maximal effect; on the % scale 0 is the no-effect control and ±100 the full control effect
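A549 ARE-Fluc cells in 5% FBS OPTI-MEM, 5000 cells/well, rested 2 h then exposed to compounds in concentration-response for 18-24 h at 37 °C. Viability by CellTiter-Fluor fluorescence (Ex 405/Em 525) after 30 min; luciferase luminescence (BugLite, 15 min, RT) read afterwards.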
HepG2 viability: counter-screen for TGF-b inhibitors: cytotoxicity in HepG2 cells; 410,000 tested, 0.76% active; HepG2 CAGA-GFP viability, ATP luminescence, 18 h; Potency, µM (highest dose often 46.1 µM), without a hit: at the top dose activity change, negative = cytotoxicity, hits mostly cytotoxic; AID 588856; further: potency means the concentration at half of the fitted maximal effect; some results filed as inactive show a strong effect at the top dose
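HepG2 CAGA-GFP cells (1000/well, DMEM with 1% FBS) received compound, then TGF-beta at 500 pg/mL final, and were incubated 18 hours at 37 degrees C. Viability was read by CellTiter-Glo luminescence. Media-only wells were set as complete cell-killing and DMSO as no toxicity.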
Nrf2 inh: Nrf2 pathway inhibition. AID 504444. A549 ARE-Fluc reporter, luciferase luminescence, 18-24 h. 360,000 tested, 2.1% active. Potency, µM (titrated, usually from 46 µM), without a hit: at the top dose activity change, negative = inhibition, most hits filed as inhibitors; further: potency means the concentration at half of the fitted maximal effect; on the % scale 0 is the no-effect control and ±100 the full control effect; nearly all actives have a fitted effect of over 60% in size
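Cells were seeded and rested 2 h, then exposed to compounds for 18-24 h. CellTiter-Fluor was read first as a viability measure. BugLite was added 15 min before the final luminescent read of ARE-luciferase activity in A549 cells.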
TGFb SMAD3 inh: TGF-b pathway inhibition; HepG2 CAGA-GFP TGF-b/SMAD3 reporter, GFP fluorescence, 18 h; TGF-beta stimulated, 500 pg/mL final; 410,000 tested, 1.2% active; AID 588855; Potency, µM (titrated, usually from 46.1 µM), for inactives: at the highest dose activity, negative = inhibition, most hits filed as inhibitors; further: potency means the concentration at half of the fitted maximal effect; on the % scale 0 is the no-effect control and ±100 the full control effect; nearly all actives have a fitted effect of over 65% in size
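Smad-responsive CAGA-GFP expression was quantified in HEPG2 cells exposed to compounds and 500 pg/mL final TGF-beta for 18 h at 37 degrees C; unstimulated wells defined full inhibition.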
CCT chaperon mod: changes cytosolic chaperonin activity | purified chaperonin ATPase assay, HTRF ADP detection, 30 min | activity change, % (concentration not given with the values), hits read low | 360,000 tested, 0.3% active | AID 651819; in the data active means activity change below about -30%; further: on the % scale 0 is the no-effect control and ±100 the full control effect
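Enzyme 40 or 20 nM (batch-dependent) in Tris pH 7.4/KCl/MgCl2/DTT; cpd 76 uM single point; ATP 10 uM; 30 min 37 °C; Transcreener ADP HTRF detection, 30 min RT; ratio 665/615.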
MmCpn inh: inhibitors of Methanococcus maripaludis chaperonin (MmCpn) | purified Mm-Cpn ATPase, ADP Transcreener TR-FRET | Potency, µM (titrated, usually from 76.9 µM), for inactives: top-dose activity, negative = inhibition, usual class: inhibitors | 330,000 tested, 0.031% active; further: potency means the concentration at half of the fitted maximal effect; on the % scale 0 is the no-effect control and ±100 the full control effect; nearly all actives have a fitted effect of over 80% in size
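Purified archaeal Mm-CPN (25nM final) preincubated 10 min at 37degC with compound, then 10uM ATP for 30 min at 37degC; ADP measured by HTRF Transcreener TR-FRET; buffer 30 mM TRIS pH 7.4, 100mM KCl, 5mM MgCl2, 1mM DTT.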
Abeta yeast res: A-beta toxicity reversal in yeast; yeast expressing A-beta42, growth rescue, OD600, 48 h; response scale: 0% DMSO, 100% iron-clioquinol control; Potency, µM (top dose mostly 46.1 µM), for the others: top-dose growth rescue, hits mostly activators; 410,000 tested, 0.063% active; further: potency means the concentration at half of the fitted maximal effect; nearly all actives have a fitted effect of over 55% in size
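Yeast A-beta toxicity model in growth medium with pinned compounds, 48 h at 30 C; growth read as absorbance at 600 nm. Normalized to FeCl3/clioquinol equimolar mix (positive) and DMSO (negative).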
Akt phos inh: blocks phosphorylation of Akt; Neuro2A IGF-stimulated pAkt S473 HTRF, 20 min; hits give low values; 360,000 tested, 0.32% active; AID 651550; activity change, % for hits at 50 µM; in the data active means activity change below about -80%; inconclusive means mostly about -51% to -80%; further: on the % scale 0 is the no-effect control and ±100 the full control effect
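Single-point screen (50 µM final compound) in Neuro2A cells stimulated 20 min with 6 nM IGF at 37 deg C. After lysis, Ser473-phosphorylated Akt read by HTRF (ex 330 nm, em 615/665 nm) as the 665/615 ratio.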
The depositor's hits bear a star; i = inactive; ? = inconclusive; · = not tested or not shown; & = joins results of further samples; [ ] = remark or other dose. Unless noted, the call rests on the fitted dose curve; in most records, active means well fitted curve in the direction sought with a large enough effect; inconclusive means small, poorly fitted or top-dose-only effect, or another doubt; inactive means no such curve, though single readings can be large; an effect the other way counts as inactive or inconclusive.

SMILES | Nrf2 activator | A549 tox | HepG2 viability | Nrf2 inh | TGFb SMAD3 inh | CCT chaperon mod | MmCpn inh | Abeta yeast res | Akt phos inh
COc1ccccc1NC(=O)Nc1ccc(Br)cn1 | 2.4% | 15% | 1% | ? | 4% | -0.7 | 1% | 6% | i
O=C(c1ccccc1)c1cnc(-c2ccccc2)s1 | ? | 8% | -16% | ? | 0% | -1.0 | -9% | 6% | i
Cc1cc2cc(CNC(=O)c3ccc4c(c3)OCO4)ccc2n1C | -0.1% | -6% | -11% | 6% | -2% | 2.0 | ? | 17% | i
COCCN1C(=O)N[C@@H](c2cccc(F)c2)C(C(C)=O)=C1C | -0.8% | 2% | -15% | -16% | -6% | -0.2 | · | 10% | i
CC(C)Cn1c(N)c(C(=O)COC(=O)C2CC(=O)N(Cc3ccccc3Cl)C2)c(=O)n(C)c1=O (stereo not drawn) | -0.2% | -1% | 0% | -25% | -1% | -3.7 | -2% | 5% | i
CCOC(=O)c1ccc(S(=O)(=O)N2CCN(C(=O)C3CSC4(C)CCC(=O)N34)CC2)cc1 (stereo not drawn) | -0.2% | 19% | -25% | 9% | -3% | -0.2 | -2% | -17% | i
CCc1nc(N)c(C#N)c(-c2ccc(F)cc2)c1C | -0.6% | 3% | -4% | ? | 2% | -2.5 | -1% | -14% | i
Cc1cccc(Nc2nnc(SCC(=O)c3c(N)n(C4CC4)c(=O)[nH]c3=O)s2)c1 | -0.6% | 3% | -6% | ? | 14% | 2.3 | 1% | -2% | i
Cn1cc(-c2nc3ccccc3[nH]2)c2ccccc21 | 8.6% | -2% | -37% | ? | -22% | 1.1 | -4% | 13% | i
O=C(COC(=O)C1CCN(c2ccc(C(F)(F)F)cn2)CC1)NCc1ccccc1 | 0.0% | -4% | -24% | 8% | 10% | 2.1 | -1% | 21% | i
O=C(Cc1ccccc1F)NCC(=O)Nc1ccccc1Br | -0.3% | 2% | 16% | 7% | 1% | 0.9 | -2% | -4% | i
CCn1c(CNc2ccc(F)cc2)nnc1SCC(=O)Nc1ccc(OC)cc1OC | 0.7% | -1% | 0% | -11% | -3% | -2.5 | -1% | -24% | ·
Cc1csc(NC(=O)CSc2ccc(-c3ccc(F)cc3)nn2)n1 | -0.5% | -13% | -40% | ? | -26% | 0.2 | -3% | 4% | i
Cc1ccc(Cc2c(-c3ccc(F)cc3)nc3ccc(Br)cn23)cc1 | 7.5% | · | -26% | · | ? | 1.1 | · | -7% | i
CCCCOC(=O)c1ccc(NC(=O)c2ccc3c(c2)CCN3S(=O)(=O)c2ccccc2)cc1 | 0.4% | 0% | -11% | 4% | -1% | · | · | -14% | ·
Cn1nc(C(F)(F)F)c(C(=O)Nc2ccc(F)cc2F)c1Oc1cccc(Cl)c1 | 2.2% | 7% | 4% | · | -5% | 0.4 | ? | -18% | i
COc1ccc(N2CCN(S(=O)(=O)c3ccc(C4CCCCC4)cc3)CC2)cc1 | -0.5% | 2% | -5% | 11% | -13% | · | · | -11% | ·
CCOC(=O)c1[nH]c(C)c(CCC(=O)N2CCN(c3ccc(Cl)cc3)CC2)c1C | 0.3% | 0% | -4% | · | -27% | · | · | 22% | ·
Cc1ccc(C)c(OCCC(=O)Nc2ccc(S(=O)(=O)N3CCCC3)cc2)c1 | 4.3% | -11% | -58% | ? | ? | 0.5 | 0% | -20% | i
COc1ccc(CCNC(=O)CN(c2ccc(OC)c(OC)c2)S(=O)(=O)c2ccc(C)cc2)cc1 | 0.1% | -3% | 7% | -17% | 8% | -1.0 | 0% | 2% | i
CSc1nc(N(C)NC(=O)c2ccc(F)cc2)c2ccccc2n1 | -0.5% | ? | 4% | -29% | ? | -11 | 0% | 8% | i
CC(C)Cc1n[nH]c(=O)[nH]1 | -0.6% | 0% | 8% | 20% | 35% | -2.1 | 1% | -9% | i
Cc1cccc(-c2nc3nc(C)cc(NC(C)c4ccccc4)n3n2)c1 (stereo not drawn) | 4.3% | ? | -10% | · | -5% | · | · | -10% | ·
COCCOc1ccc(C(F)(F)F)cc1NC(=O)CN1C(=O)NC2(CCc3ccccc32)C1=O (stereo not drawn) | -0.7% | -3% | -6% | -16% | -1% | -2.6 | 1% | 1% | i

2 entries drawn at random from the list so far:
SMILES | Nrf2 activator | A549 tox | HepG2 viability | Nrf2 inh | TGFb SMAD3 inh | CCT chaperon mod | MmCpn inh | Abeta yeast res | Akt phos inh
Cc1csc(NC(=O)CSc2ccc(-c3ccc(F)cc3)nn2)n1 | -0.5% | -13% | -40% | ? | -26% | 0.2 | -3% | 4% | i
CCOC(=O)c1[nH]c(C)c(CCC(=O)N2CCN(c3ccc(Cl)cc3)CC2)c1C | 0.3% | 0% | -4% | · | -27% | · | · | 22% | ·

(listing goes on)
SMILES | Nrf2 activator | A549 tox | HepG2 viability | Nrf2 inh | TGFb SMAD3 inh | CCT chaperon mod | MmCpn inh | Abeta yeast res | Akt phos inh
COc1ccccc1Oc1ccc2c(c1)C(=O)N(CC1CCCO1)C2=O (stereo not drawn) | -0.4% | 0% | 2% | 21% | ? | 3.5 | 1% | -21% | i
O=C(NCCS(=O)(=O)NCCc1ccccc1)c1ccc2c(c1)OCO2 | -0.7% | 13% | -35% | ? | 4% | -2.2 | -1% | 14% | i
O=C(Nc1ccc(Cl)cc1C(F)(F)F)c1ccccc1Cl | -0.9% | -3% | -33% | 16% | 5% | -2.0 | 0% | -4% | i
O=c1cc(-c2ccccc2)nc2nc(-c3ccccc3)[nH]n12 | 3.4% | -10% | 7% | ? | 3% | 0.0 | 1% | 10% | i
O=[N+]([O-])c1cc(-c2nc(-c3ccccc3)no2)ccc1NCC1CCCO1 (stereo not drawn) | 13% | -12% | -6% | ? | -9% | · | · | -4% | ·
CC(C)CN(CC(C)C)C1=N/C(=C\c2ccco2)C(=O)N1c1ccccc1 | 2.7% | ? | -21% | ? | 27% | -1.5 | -4% | 3% | i
N#Cc1cccnc1N1CCN(C(=O)c2cccs2)CC1 | 0.1% | -3% | 3% | -9% | 0% | -2.6 | 0% | 1% | i
O=C(NNS(=O)(=O)c1ccccc1F)c1cc(-c2ccccc2)n[nH]1 | -0.1% | -1% | -12% | 2% | -3% | -2.0 | 0% | -9% | i
O=S1(=O)CC(N2CCN(Cc3ccccc3F)CC2)CN1Cc1cn(Cc2ccc(F)cc2)nn1 (stereo not drawn) | 0.7% | · | · | · | · | 0.4 | · | -15% | i
O=C(CNC(=O)C1CCCCC1)NC1=NCCS1 | -0.5% | 1% | -28% | 2% | -3% | -1.2 | -2% | 5% | i
COc1ccccc1Cn1c(=O)c2ccccc2n2c(SCc3csc(C)n3)nnc12 | 0.2% | 2% | 1% | -13% | -25% | 4.0 | -3% | 8% | i
Cc1ccc(CSCCNC(=O)CN2C(=O)c3ccccc3S2(=O)=O)cc1 | 3.0% | 1% | -1% | 4% | -2% | -3.0 | 2% | 11% | i
COc1cc2c(cc1OC)C(CCc1ccccc1)=NCC2 | 8.4% | 3% | -18% | 2% | -16% | -0.9 | -2% | 9% | i
Cc1cc(CNC(=O)COc2ccc(C)c(C)c2)c2ccccc2n1 | 6.5% | -3% | -23% | 10% | -6% | 1.8 | 1% | -10% | i
Cc1cc(C(=O)N/N=C/c2ccc3c(c2)OCO3)c2ccccc2n1 | -0.5% | -1% | -2% | 15% | -12% | 1.4 | 1% | -4% | i
Cc1ncsc1CCOC(=O)c1cccc([N+](=O)[O-])c1 | 0.0%[9.22 µM] | 1%&1% | -1%&0% | 12%&-11% | -6%&16% | -4.5&-0.6 | 4%&1% | 1%&21% | i
COc1ccccc1N1CC(C(=O)Nc2nnc(SCC(=O)N3CCOCC3)s2)CC1=O (stereo not drawn) | 0.1% | -2% | -2% | 9% | 6% | -3.0 | 0% | 10% | i
Cc1cccc(OCC(=O)Nc2ccc(N3CCN(S(C)(=O)=O)CC3)cc2)c1C | 0.3% | -12% | 1% | ? | 7% | 0.8 | 1% | -12% | i
CSc1ccc(C#N)cc1NC(=O)c1cccc(Cl)c1 | ? | -1% | -7% | · | -2% | -1.9 | -10% | ? | i
CCCCn1c(N)c(N(CCOC)C(=O)CSCc2ccc(Cl)c(Cl)c2)c(=O)[nH]c1=O | 0.2% | -1% | -11% | 11% | -8% | 0.0 | -1% | -8% | i
Nc1cc(S(=O)(=O)Nc2ccccc2Cl)ccc1N1CCCC1 | 0.0% | -3% | -22% | ? | ? | -1.9 | -3% | ? | i
O=C1c2ccccc2NC(c2ccccn2)N1c1ccccc1F (stereo not drawn) | 0.1% | -6% | -3% | -3% | 0% | 1.3 | 0% | -20% | i
O=C(CSc1nnc(CCCO)n1-c1ccccc1)Nc1nccs1 | -1.2% | -4% | 4% | 9% | -5% | 1.1 | 1% | 4% | i
COc1cc2c(cc1CNC[C@H]1O[C@@H](n3cc(C)c(=O)[nH]c3=O)C[C@@H]1O)OCO2 | -0.9% | · | 6% | · | 1% | 0.6 | · | 7% | i
CCOc1ccccc1C(=O)Nc1ccc2nc(N(CC)CC)cc(C)c2c1 | 0.0% | 0% | 4% | -18%[9.27 µM] | 9% | · | · | -17% | ·
O=C(CN(CC1CCCO1)S(=O)(=O)c1ccc(S(=O)(=O)NCC2CCCO2)cc1)Nc1ccccc1 (stereo not drawn) | -0.6% | 18% | -12% | -3% | -16% | -1.8 | · | -11% | i
COc1ccc(/C(C)=N/NC(=O)c2ccncc2)cc1[N+](=O)[O-] | 2.8% | 0% | 1% | 12% | -1% | -9.5 | -2% | 0% | i
O=C(/C=C/c1cccc(Cl)c1)NCCN1CCOCC1 | 1.7% | -3% | -2% | 4% | 7% | 1.9 | 3% | 9% | i
